Assay outcomes from PubChem.
p53ts 32C tox: kills p53ts cells at the permissive temperature; H1299-p53A138V at 32C, ATP luminescence viability, 24 h; 130,000 compounds, 0.93% hits; Potency, µM (titrated, usually from 46.1 µM), for inactives: at the highest dose activity change, negative = cytotoxicity, most hits filed as cytotoxic;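 further: 0% = DMSO and -100% = full killing by reference compound; nearly all actives have a fitted effect of over 55% in size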
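ATP-content luminescence (ATPlite) read-out after 24 h compound exposure at 32C in H1299-p53A138V cells (600/well). Tested up to 46 uM. Normalized to DMSO (0%) and 100 uM tamoxifen (100% killing); Hill-fit AC50.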
p53ts 39C tox: p53ts cell cytotoxicity, nonpermissive temperature | Potency, µM (top dose mostly 46.1 µM), without a hit: top-dose activity change, negative = cell killing, hits mostly cytotoxic | 130,000 compounds, 1.5% hits | H1299-p53A138V viability at 39C, ATP luminescence, 24 h | AID 902; further: nearly all actives have a fitted effect of over 55% in size
IkB signaling: IkB pathway inhibition in ABC-DLBCL cells. ABC-DLBCL IkBa-CBG/CBR dual luciferase ratio, 4 h; response scale: scaled: untreated 0%, proteasome inhibitor 100%. Potency, µM (highest dose often 57.1 µM), for the others: at the highest dose IkBa stabilization activation. 110,000 compounds, 0.04% hits; active means well fitted curve in the direction sought with a large enough effect in the signal ratio, not every such curve was filed as active; inconclusive means small, poorly fitted or top-dose-only effect, or a change in a side signal; the % refers to the signal ratio;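 further: the direction sought is a rising ratio; 0% = basal untreated cells and 100% = reference inhibitor full response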
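In this assay, an IκBα–CBG68 fusion accumulates when IKK-driven degradation is blocked; native CBR normalizes for cell number. OCI-Ly3 cells were treated 4 h with compound and doxycycline, then green and red light read after Chroma-Glo addition.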
Imprint erasure: induces erasure of genomic imprints in mouse ES cells. mouse ES Peg3-LacZ reporter, beta-gal luminescence, 40 h. Potency, µM (titrated, usually from 60.7 µM), for inactives: top-dose activity change, positive = activation, usual class: activators. 110,000 compounds, 0.02% hits. AID 1948;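 further: 0% = negative control wells on the plate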
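Readout: BetaGlo luminescence (5 min, room temp) for LacZ from the normally silent maternal Peg3 allele in female Peg3LacZ-Neo ES cells. Cells 300/well, 40 h, 37C, 5% CO2. Data normalized per plate to negative controls.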
* hit, by the source's call; ? = inconclusive; · = not tested or not shown; [ ] = another dose, or the depositor's remark. Unless noted, the call rests on the fitted dose curve; in most records, active means well fitted curve in the direction sought with a large enough effect; inconclusive means small, poorly fitted or top-dose-only effect, or another doubt; inactive means no such curve, though single readings can be large; an effect the other way counts as inactive or inconclusive. Unless noted, on the % scale 0 is the no-effect control and ±100 the full control effect; potency means the concentration at half of the fitted maximal effect.

SMILES | p53ts 32C tox | p53ts 39C tox | IkB signaling | Imprint erasure
COc1cccc(NS(=O)(=O)c2cn(C)c(=O)n(C)c2=O)c1 | 7.9µM* | 13µM* | 4.4% | -80%[inhibitor]
CCOc1ccc(N2CC(c3nc4ccccc4n3CCOc3ccccc3OC)CC2=O)cc1 (stereo not drawn) | 4% | 3% | ? | -9%[10.9 µM]
O=C(COc1ccccc1Cl)Nc1nnc(S(=O)(=O)N2CCCC2)s1 | 9% | -13% | ? | -13%[10.9 µM]
Cn1nnnc1SCC(=O)NCc1ccccc1 | 2% | 9% | · | ·
Cn1c(NC(=O)c2cccs2)c(-c2cccs2)c(=O)c2ccccc21 | 4% | 7% | -3.8% | -1%
COc1ccc(COC(=O)N/N=C2/C[C@@H](O)[C@@H](O)[C@@H]3[C@@H]4C(=O)N(C[C@@H]5CCCO5)C(=O)[C@H]4CC[C@H]23)cc1 | 1%[9.22 µM] | 6%[9.22 µM] | · | ·
CCOC(=O)c1c(C)[nH]c(C(=O)Cn2nnc(-c3ccccc3)n2)c1C | 1% | -4% | 0.1% | -9%
COc1ccc(NS(=O)(=O)c2ccc3c(c2)n(C)c(=O)c(=O)n3C)cc1Cl | 2% | -9% | ? | -10%[10.9 µM]
CCOC(=O)c1c(C)oc2nc(C)nc(NCc3ccccc3Cl)c12 | -7% | 10% | -2.2% | -6%[10.9 µM]
CC(C)C(=O)N(Cc1ccc2c(c1)OCO2)Cc1ccccn1 | 3% | -9% | -0.4% | -11%
CCCCC(CC)CNC(=O)c1cccs1 (stereo not drawn) | 6% | 2% | 0.1% | -15%
O=C1CC(N2CCN(c3ccccc3)CC2)C(=O)N1CCc1ccccc1 (stereo not drawn) | -9% | -2% | 1.0% | -9%
COc1ccc(OCC(=O)NC2CC(=O)N(c3cccc(OC)c3)C2)cc1 (stereo not drawn) | 0% | 8% | ? | 3%[10.9 µM]
CC(C)c1ccc(NC(=O)CSC2=Nc3ccccc3C3=NC(CC(=O)NCc4ccco4)C(=O)N23)cc1 (stereo not drawn) | 1% | -19% | ? | -6%[10.9 µM]
Cc1nc2ccccc2n1CC(=O)OCC(=O)Nc1ccc2c(c1)OCCO2 | 2% | 0% | 0.6% | 21%
CC(C)(C)C(=O)CNS(=O)(=O)c1ccc(S(=O)(=O)NC2CCCC2)cc1 | -1% | -1% | 0.3% | -17%
COc1cccc(C2CC(c3ccccc3)n3ncnc3N2)c1 (stereo not drawn) | -1% | -2% | -0.9% | -8%
CCOCCCNC(=O)C1CCCN1C(=O)NC1CCCCC1 (stereo not drawn) | -3% | -3% | 2.3% | 0%
O=C(Cn1cc(C(=O)c2cccs2)c2ccccc21)NCc1cccs1 | -4% | -3% | ? | -20%
CCOC(=O)c1cc(S(=O)(=O)NCc2ccc(C)cc2)[nH]n1 | 0% | -9% | ? | -4%[10.9 µM]
O=c1ccn(C2OC(COP(=O)(O)OP(=O)(O)OP(=O)(O)O)C(O)C2O)c(=O)[nH]1 (stereo not drawn) | -11% | -9% | · | 7%
CC1CCN(CC(C)OC(=O)c2ccc3c(c2)OCCO3)CC1 (stereo not drawn) | 2% | -3% | -2.2% | 8%
Clc1ccc(Cn2ncc3c(N4CCCC4)ncnc32)cc1 | 2% | 1% | -0.9% | -12%
O=C(NCCN1CCOCC1)c1cccc(S(=O)(=O)N2CCCCCC2)c1 | 8% | 15% | -1.1% | -12%
O=S(=O)(NCCc1ccc2c(c1)OCCO2)c1cccs1 | 2% | 0% | 1.1% | -3%
O=C(NCCc1ccc(Cl)cc1)c1ccc(CS(=O)(=O)c2ccc(Cl)cc2)o1 | -5% | -24% | ? | 24%[10.9 µM]
CC1CCN(C(=O)Cn2c(=O)n(Cc3ccc4c(c3)OCO4)c(=O)c3ccccc32)CC1 | -25% | -15% | 0.7% | -24%
CCOC(=O)c1ccc(NC(=O)CC2C(=O)N(c3ccccc3)C(=O)N2Cc2cccs2)cc1 (stereo not drawn) | -7% | -17% | ? | 7%[10.9 µM]
COC(=O)c1ccc(C)c(NC(=O)c2nn(C)c(=O)c3ccccc23)c1 | -1% | 1% | -0.1% | -5%
COc1cc(NC(=O)c2nnn(CC(=O)Nc3ccccc3)c2N)cc(OC)c1 | -12% | -1% | 2.3% | -5%[10.9 µM]
CCc1ccc(NC(=O)C2CCN(c3cc(C)nc4c(-c5ccc(Cl)cc5)c(C)nn34)CC2)cc1 | 1% | -26% | -0.3% | 19%[10.9 µM]
CCOC(=O)c1ccc(NC(=O)C2CCCN(c3cnccn3)C2)cc1 (stereo not drawn) | 4% | -30% | ? | -8%[10.9 µM]
Clc1ccc2c(NC3CCC(N4CCCCC4)CC3)ccnc2c1 (stereo not drawn) | -6%[9.22 µM] | -2%[9.22 µM] | 1.2%[11.4 µM] | 6%[10.9 µM]
N#Cc1ccsc1NC(=O)c1cnccn1 | 4% | -8% | 0.9% | -1%
Cn1nc(-c2ccccc2)c(-c2ccccc2)c(C(=O)Nc2ccc(S(N)(=O)=O)cc2)c1=O | 11% | -14% | 2.7% | -3%[10.9 µM]
COc1ccccc1N1CCN(S(=O)(=O)c2ccc(-c3cnc(C4CC4)o3)cc2)CC1 | -1% | 37%[activator] | ? | -18%[10.9 µM]
O=C(CSC1=Nc2ccccc2N=C(c2ccc(F)cc2)C1)Nc1cccc(C(F)(F)F)c1 | 14% | -20% | ? | -11%[10.9 µM]
N#C/C(=C\c1ccc(O)c(O)c1)C(=O)NCCc1ccccc1 | ? | ? | 0.7% | -24%
c1ccc(OCCCn2nnc(-c3cccnc3)n2)cc1 | 5% | -2% | -1.3% | -3%
CC(=O)C1=C(O)C(=O)N(CCN2CCOCC2)C1c1ccccc1 (stereo not drawn) | 4% | 0% | 1.0% | -12%

2 compounds from above, limited to p53ts 39C tox, Imprint erasure and IkB signaling.
SMILES	p53ts 39C tox	Imprint erasure	IkB signaling
CCc1ccc(NC(=O)C2CCN(c3cc(C)nc4c(-c5ccc(Cl)cc5)c(C)nn34)CC2)cc1	-26%	19%[10.9 µM]	-0.3%
CCOC(=O)c1ccc(NC(=O)C2CCCN(c3cnccn3)C2)cc1 (stereo not drawn)	-30%	-8%[10.9 µM]	?

(cont.)
SMILES | p53ts 32C tox | p53ts 39C tox | IkB signaling | Imprint erasure
COc1ccc(-c2[nH]ncc2C(=O)NCc2ccc(F)cc2)cc1 | 7% | 1% | 0.0% | -6%[10.9 µM]
COc1ccc(C(C)=O)cc1CN1C(=O)C(C)N(c2ccc(C)cc2)C1=O (stereo not drawn) | -1% | -2% | 0.5% | -13%
c1coc(Cn2c(SCc3nc4ccccc4[nH]3)nnc2-c2cccs2)c1 | -2% | 7% | 1.3% | -4%
O=C1OC(c2ccccc2)=C/C1=C\N1CCOCC1 | -10% | -13% | 14% | -15%
CCc1nn(CC(=O)NCCOC)c(=O)c2cc3cc(F)ccc3n12 | 3% | 7% | -0.8% | 1%[10.9 µM]
Cc1ccc(/C=C/c2onc(C)c2S(=O)(=O)N2CCC(C(=O)Nc3ccc(C)c(N(C)C)c3)CC2)cc1 | 4% | -10% | ? | -12%[10.9 µM]
Cc1ccc(-c2nc(S(=O)(=O)c3ccccc3)c(N3CCN(c4ccccc4)CC3)o2)cc1 | 16% | 3% | -1.3% | -8%[10.9 µM]
CO[C@H]1[C@H](O[C@H]2O[C@@H](C)[C@@H](O[C@@H]3C[C@](C)(O)[C@H](O)[C@H](C)O3)[C@@H](N(C)C)[C@@H]2O)[C@@H](CC=O)C[C@@H](C)[C@@H](O[C@H]2CC[C@H](N(C)C)[C@H](C)O2)/C=C\C=C/C[C@@H](C)OC(=O)C[C@H]1O | 8%[20.6 µM] | 4%[20.6 µM] | 1.3%[25.6 µM] | 0%[16.8 µM]
Cn1nnc2c(N3CCN(c4ccccc4Cl)CC3)ncnc21 | 4% | 8% | 0.6% | -7%[10.9 µM]
N#CCCn1c(=O)c(-c2cc(F)cc(F)c2)nc2cnc(Oc3ccccc3)nc21 | 3% | -6% | 1.4%[11.4 µM] | ?
C=CCn1c(SCC(=O)Nc2nccs2)nnc1-c1cc2cccc(OC)c2o1 | 13% | 4% | 2.0% | -13%
Cc1cccc(C)c1NC(=O)c1nc(SC(C)C)ncc1Cl | 5% | -3% | ? | -9%[10.9 µM]
CC(=O)c1cccc(N(CC(=O)N2CCOCC2)S(C)(=O)=O)c1 | -5% | 8% | -1.3% | 12%
O=C(NCC1CCN(Cc2cccc(Cl)c2)CC1)c1cc2ccc3cccnc3c2[nH]1 | -4% | 2% | -0.3% | 18%[10.9 µM]
Cc1cc(NC(=O)CSc2nc(CCC3CCCC3)nc3ccccc23)no1 | 10% | 9% | 17% | -12%
COc1cccc(N2CCN(C(=O)CN(C)S(=O)(=O)c3ccc4c(c3)CCC(=O)N4)CC2)c1 | -4% | -2% | 2.1% | -11%
CN(C)S(=O)(=O)c1ccc2c(c1)N(CC(=O)Nc1ccc(OC(F)(F)F)cc1)C(=O)CS2 | 10% | -9% | 1.8% | 10%[10.9 µM]
O=C(Cc1ccc(-c2ccccc2)cc1)NCCS(=O)(=O)N1CCN(c2ccccc2)CC1 | 11% | -6% | 1.8% | -7%[10.9 µM]
O=C1Nc2ccc(S(=O)(=O)NCc3ccco3)c3cccc1c23 | -1% | 10% | ? | 7%
NN(CC(=O)O)CC(=O)O | 6%[9.22 µM] | 11%[9.22 µM] | 1.7%[11.4 µM] | 3%[10.9 µM]
O=[N+]([O-])c1cc(-c2nc(-c3ccccc3)no2)ccc1NCc1cccnc1 | -6% | -13% | -0.9% | -12%[10.9 µM]
Clc1ccc(-c2nnc3sc(-c4ccco4)nn23)c(Cl)c1 | 7% | 0% | 4.0% | -2%
Cc1ccc(OCc2nc(-c3ccc(C(=O)N4CCN(c5ccccc5F)CC4)cc3)oc2C)cc1 | 19% | -6% | ? | -10%[10.9 µM]
COc1ccc(Oc2c(C)oc3c(CN(C)C)c(O)ccc3c2=O)cc1 | 2% | 6% | 0.3% | 6%
CCc1ccc2c(c1)C(NC(C)=O)C(=O)N2CC (stereo not drawn) | 0% | 5% | ? | -19%
CCS(=O)(=O)n1nc(-c2ccco2)nc1SC | -5% | -12% | -0.7% | 1%
O=C(NCC1CCCO1)C1c2ccccc2C(=O)N1C1CCCCCCC1 (stereo not drawn) | -14% | -12% | 0.0% | -3%
CCOc1cc(S(=O)(=O)N2CCCCC2)ccc1Cl | 19% | -3% | -2.1% | 9%
Cc1ccc(S(=O)(=O)C(F)(F)F)cc1NC(=O)c1cccnc1 | -1% | 4% | 0.7% | 7%
COc1cc(OC)c(NC(=O)N2CCc3cc(OC)c(OC)cc3C2CC(=O)O)cc1Cl (stereo not drawn) | 6% | -13% | -0.5% | 10%[10.9 µM]
O=C(Cc1cc(=O)[nH]c(=O)[nH]1)N1CCN(C(=O)c2ccco2)CC1 | 4% | ? | ? | -11%
Cc1cc(C)c2oc(-c3cccc(NC(=O)c4ccc(-c5cccc([N+](=O)[O-])c5)o4)c3)nc2c1 | 4% | 20% | 0.9% | -9%[10.9 µM]
Cc1cc(C)n(C(=O)CNC(=O)C(c2ccccc2)c2ccccc2)n1 | -2% | 7% | · | ·
CCOC(=O)C1CCCN(C(=O)c2ccc3c(c2)OCO3)C1 (stereo not drawn) | 14% | 14% | 2.1% | 6%
O=C(O)C1CCCCC1C(=O)NCCc1cccc(Cl)c1 (stereo not drawn) | 2% | 4% | 0.2% | -12%
O=C(NCCCN1CCCC1=O)c1ccc(CNS(=O)(=O)c2ccc(F)cc2)cc1 | 0% | 0% | 0.5% | -9%

Some of the entries above, set out differently.
| SMILES | p53ts 32C tox | p53ts 39C tox | IkB signaling | Imprint erasure |
| --- | --- | --- | --- | --- |
| COc1cccc(NS(=O)(=O)c2cn(C)c(=O)n(C)c2=O)c1 | 7.9µM* | 13µM* | 4.4% | -80%[inhibitor] |
| CCOc1ccc(N2CC(c3nc4ccccc4n3CCOc3ccccc3OC)CC2=O)cc1 (stereo not drawn) | 4% | 3% | ? | -9%[10.9 µM] |
| O=C(COc1ccccc1Cl)Nc1nnc(S(=O)(=O)N2CCCC2)s1 | 9% | -13% | ? | -13%[10.9 µM] |
| Cn1nnnc1SCC(=O)NCc1ccccc1 | 2% | 9% | · | · |
| Cn1c(NC(=O)c2cccs2)c(-c2cccs2)c(=O)c2ccccc21 | 4% | 7% | -3.8% | -1% |
| COc1ccc(COC(=O)N/N=C2/C[C@@H](O)[C@@H](O)[C@@H]3[C@@H]4C(=O)N(C[C@@H]5CCCO5)C(=O)[C@H]4CC[C@H]23)cc1 | 1%[9.22 µM] | 6%[9.22 µM] | · | · |
